Screening results from PubChem BioAssay.
MITF act = MITF TRPM1 promoter activation in melanoma cells. 300,000 tested, 0.75% active. SK-MEL-5 TRPM1-promoter luciferase, 24 h; % of positive control, neutral wells = 0. activation, % at 12.5 µM. AID 588334;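 active = mean activation of at least 80% with every replicate also reaching 80%; inconclusive = mean reaches 80% but some replicate falls short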;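 note: 0% = neutral control wells and 100% = parthenolide positive control wells; values of inactives mirror those of a sister screen read the other way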
dFosB act = activators of mouse delta FosB homodimer. P13346. purified delta FosB, TAMRA-CDK5 oligo fluorescence polarization; percent of positive-control signal above neutral wells. activation, % at 25 µM. 340,000 tested, 0.99% active;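 active = mean activation above about 17%, with every replicate also reaching it, limit read from the data, passing the limit was not always enough; inconclusive = only one of the two conditions met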;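 note: fluorescence polarization rise as delta FosB binds a TAMRA Cdk5 AP-1 oligo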
Target sequence (P13346 whole entry, looked up): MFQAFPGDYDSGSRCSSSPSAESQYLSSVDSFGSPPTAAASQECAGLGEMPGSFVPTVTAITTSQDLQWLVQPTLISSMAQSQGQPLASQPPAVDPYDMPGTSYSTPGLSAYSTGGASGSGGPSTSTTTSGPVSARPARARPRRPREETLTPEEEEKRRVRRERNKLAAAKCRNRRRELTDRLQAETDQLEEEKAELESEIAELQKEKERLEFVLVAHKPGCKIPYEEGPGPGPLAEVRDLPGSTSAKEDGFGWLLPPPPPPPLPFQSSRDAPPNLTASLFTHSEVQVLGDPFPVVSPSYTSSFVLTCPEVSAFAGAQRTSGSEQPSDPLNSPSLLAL
V-ATPase pHluor = alters yeast V-ATPase proton transport; response, % at 10 µM; S. cerevisiae, pHLuorin cytosolic pH fluorescence; AID 504577; 350,000 tested, 0.37% active; in the data active = response mostly above about 7.3%, no sharp cut-off; inactive = mostly below about 5.4%; note: actives read high; inactives centre near 0; some compounds called inactive have numbers as strong as hits
CAL PDZ FP-1 = blocks peptide binding to human CAL PDZ domain; Q9HD26; purified CAL PDZ, TMR-peptide fluorescence polarization, 1 h; inhibition, % at 20 µM; 330,000 tested, 0.02% active; AID 504414;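 active = highest replicate inhibition of at least 40%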;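 note: plate controls were DMSO neutral control wells for no effect and unlabeled competitor peptide control wells for full effect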
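Read-out basis: mP drop reported as inhibition | Assay system: Tagged CAL PDZ protein CerCALP, purified | Benchmarks: Unlabelled peptide for full inhibition, DMSO wells as neutral | Schedule: 1 h incubation at room temperature before polarization reading | Buffer or medium: Sodium phosphate/NaCl buffer pH 7.4 with TCEP, IgG, Thesit | Doses: Single point, 20 µM | Measured by: Fluorescence polarization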
Rtt109 HAT inh = C. albicans Rtt109 histone acetyltransferase inhibition; Q5AAJ8; purified Rtt109/Vps75, ThioGlo CoA-SH fluorescence, 4 h; inhibition, % at 34.9 µM; 330,000 tested, 0.16% active;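 active = inhibition of at least 50% in every replicate; inconclusive = best replicate reaches 50% inhibition but some replicates fall short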
Wnt bcat act = activates Wnt/beta-catenin signaling in a reporter cell assay; activator, plate reader; AID 743398; 300,000 tested, 1.2% active; activation, % at 9.35 µM; in the data active = activation above about 30%, passing the limit was not always enough; inconclusive = no clear call, values can overlap the other calls;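 note: 0% = neutral control wells and 100% = positive control wells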
cardiac RTF act = cardiac RTF calcium sensitization. P19429+P45379. IANBD-labeled TnC RTF fluorescence at EC20 calcium; 0% EC20 calcium, 100% full calcium. activation, % at 7.2 µM. 340,000 tested, 0.24% active;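 active = activation above the mean over all tested compounds plus 3 SD, cut at about 30% in these data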;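 note: rise in fluorescence read as greater calcium sensitivity of cardiac thin filaments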
Tat transport = blocks Tat-dependent protein export in E. coli | E. coli MC4100 TorA-mCherry Tat export, fluorescence | inhibition, % at 10 µM | 340,000 tested, 0.036% active | AID 488895;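 active = mean replicate inhibition at least 50% and at least half of replicates individually reaching 50%; inconclusive = only one of the two criteria met; inactive = neither criterion met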;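 note: exported cargo escapes ClpAP degradation while cytoplasmic cargo is degraded and loses fluorescence; 0% = median of neutral control wells and 100% = median of NaSCN control wells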
CDK5 inh = blocks human CDK5/p35 kinase activity; AID 488839; 330,000 tested, 0.01% active; inhibition, % at 10 µM; Recombinant CDK5/p35, ADP-Glo luminescence, 60 min; Q00535+Q15078;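 active = highest replicate inhibition of at least 50% and at least 75% of replicates reaching 50%; inconclusive = only one of the two criteria met; inactive = both criteria failed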;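 note: plate controls were DMSO neutral control for no effect and GW8510 at 10 µM for full effect; many of its hits are not listed in these tables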
Target sequence (Q00535 whole entry, looked up): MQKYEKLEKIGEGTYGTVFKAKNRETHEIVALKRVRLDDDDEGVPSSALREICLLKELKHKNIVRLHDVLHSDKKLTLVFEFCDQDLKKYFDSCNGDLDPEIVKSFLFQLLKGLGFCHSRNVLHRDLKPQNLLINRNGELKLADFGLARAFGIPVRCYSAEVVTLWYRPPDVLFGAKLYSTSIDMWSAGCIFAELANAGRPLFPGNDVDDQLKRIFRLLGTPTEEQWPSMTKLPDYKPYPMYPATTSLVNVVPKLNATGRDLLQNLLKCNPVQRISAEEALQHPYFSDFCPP
Target sequence (Q15078 whole entry, looked up): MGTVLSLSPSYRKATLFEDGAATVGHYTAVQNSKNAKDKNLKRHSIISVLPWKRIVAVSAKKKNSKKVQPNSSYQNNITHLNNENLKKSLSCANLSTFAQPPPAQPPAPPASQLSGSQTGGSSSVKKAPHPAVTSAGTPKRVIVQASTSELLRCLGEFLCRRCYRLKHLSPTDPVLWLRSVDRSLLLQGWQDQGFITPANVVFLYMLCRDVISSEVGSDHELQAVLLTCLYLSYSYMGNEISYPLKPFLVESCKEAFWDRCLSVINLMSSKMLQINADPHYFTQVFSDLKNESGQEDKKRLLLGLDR
CAL PDZ FP-2 = blocks peptide binding to the human CAL PDZ domain; purified CAL PDZ, TMR-peptide fluorescence polarization, 1 h; inhibition, % at 24.9 µM; 300,000 tested, 0.92% active; AID 602252;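 active = mean inhibition of at least 30% with at least half of replicates also reaching 30%; inconclusive = no clear call, values can overlap the other calls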;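 note: 0% = DMSO neutral control and 100% = excess unlabeled competitor peptide PRC23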
* marks the source's active call; other numbers are inactive results; ? = inconclusive; / = no result given.

Compound,MITF act,dFosB act,V-ATPase pHluor,CAL PDZ FP-1,Rtt109 HAT inh,Wnt bcat act,cardiac RTF act,Tat transport,CDK5 inh,CAL PDZ FP-2
COc1ccc(CCC(=O)N(C)CC(=O)Nc2cc(C)ccc2C)cc1,5.0,-10.2,-0.9,-0.8,0.4,-1.6,1.3,-7.7,-0.5,/
CN(CC(=O)Nc1ccc(F)cc1)C(=O)C1CCCC1,10.4,0.8,1.5,1.2,-1.4,-1.9,-0.6,3.4,2.2,-4.0
CCN(Cc1ccncc1)C(=O)c1cc(COc2ccc(C)c(C)c2)on1,4.3,-10.5,2.4,3.3,-9.7,0.7,-0.8,1.1,0.0,-3.9
COc1ccc(-c2[nH]c(-c3cccc(OC)c3)nc2SCC(=O)NC2CCCC2)cc1,-3.6,-5.8,-4.1,1.2,21.8,-1.2,1.5,-2.6,-1.3,-1.0
CCOc1ccc(N(CC(=O)Nc2ccc(C)cc2)S(=O)(=O)c2c(C)noc2C)cc1,2.1,-2.2,2.1,-0.7,8.4,0.0,3.2,12.2,2.5,-2.6
CCOc1cc(C(=O)Nc2ccccc2N2CCOCC2)ccc1OCC(=O)N1CCCCC1,18.2,-7.0,-2.1,-0.3,-4.5,-1.0,0.5,-2.2,-0.5,-5.3
CCOC(=O)COc1ccc2ccccc2c1/C=C/[N+](=O)[O-],-82.6,-7.3,-1.9,-0.4,-6.1,-12.9,4.8,-6.5,0.0,-2.2
O=C(Nc1sc2c(c1C(=O)O)CCC2)c1cccs1,-0.6,-8.1,-3.5,0.2,-3.8,/,-3.7,0.8,-0.3,-0.6
CCOC(=O)c1c(NC(=O)Cn2cc([N+](=O)[O-])cn2)sc2c1CCC2,-14.9,-17.5,1.2,-0.1,8.7,/,7.8,-6.5,-3.1,-1.9
CCn1c(SCC(=O)NCCc2ccccc2)nc2c(c1=O)SC(C)C2 (stereo not given),4.2,0.7,-3.7,1.1,5.8,-12.1,-1.5,5.3,-2.1,-1.4
CCOc1ccccc1CNC(=O)c1ccc(Sc2ccc(Cl)cc2)c(NC(C)=O)c1,-2.9,-7.9,-0.3,-0.4,5.6,-11.5,-4.5,4.1,0.3,-3.1
CC(C)N(CCCNC(=O)Cn1c(=O)c2cccn2c2ccc(F)cc21)Cc1ccccc1,2.2,-6.3,-2.1,-2.7,0.4,-1.4,1.7,-2.9,-1.5,0.5
O=C(CSc1ncnc2ccccc12)Nc1cccc(S(=O)(=O)N2CCCC2)c1,7.2,-16.2,-2.3,-2.1,-4.8,-0.6,/,-9.8,-0.6,-5.8
COc1ccc(Nc2nnc(-c3ccc(C(N)=O)cc3)c3ccccc23)cc1,-8.2,-7.8,3.7,0.5,-7.9,1.9,5.0,-3.5,-7.5,/
O=C(O)/C=C1\NC(=O)c2ccccc21,/,7.4,2.0,0.4,-0.9,-1.8,-3.9,-2.3,-1.7,-3.0
CC1(C)CC(=O)C2=C(C1)Nc1ccccc1NC2c1ccc2c(c1)OCO2 (stereo not given),/,-7.3,3.5,0.1,-20.0,43.8*,2.4,1.7,-3.7,-2.0
Clc1ccc(CN2CCN(c3ncnc4scc(-c5cccs5)c34)CC2)cc1,/,-1.5,6.2,0.2,-1.8,-12.7,3.9,5.9,1.6,1.2
CC(C)(C)n1nc2c(c1NC(=O)COc1ccc(F)cc1)CS(=O)(=O)C2,6.8,-1.6,2.0,-1.0,1.5,0.0,2.2,7.4,2.2,-4.1
CCOC(=O)c1cc(-c2ccc(F)cc2)n(CC(=O)Nc2nccs2)c1C,-3.7,-6.1,-0.7,-1.5,-6.4,-2.9,0.8,-2.0,-0.6,5.8
C=CCn1c(SCc2ccccc2)nnc1-c1cccnc1,-7.8,-4.7,-3.0,-1.3,-1.4,/,-4.9,4.8,2.2,/
Cc1ccc(S(=O)(=O)c2nc(-c3ccccc3)oc2NCCCN2CCOCC2)cc1,4.1,-13.5,-2.2,-0.4,24.8,-5.2,0.4,6.7,-2.5,25.4
CCc1nnc(NC(=O)C2Cc3ccccc3CN2S(=O)(=O)CC)s1 (stereo not given),7.5,-2.6,-1.0,0.2,-0.2,14.0,-1.3,4.7,-0.7,-0.9
COc1ccc(C(=O)CC(=O)C(=O)Nc2cccc(C(C)=O)c2)cc1,-6.1,-6.9,0.2,-0.2,-0.9,0.4,2.2,10.3,-0.7,-1.6
COc1ccc(/C=C2\SC(=S)N(CCCC(=O)NNC(=O)c3ccccc3O)C2=O)cc1,-91.6,44.5*,1.1,0.4,2.3,-2.8,2.8,2.8,0.7,4.6
O=C(Cc1ccc(Cl)cc1)Nc1ncc([N+](=O)[O-])s1,20.1,9.0,-3.2,-0.3,5.2,7.5,-0.9,7.1,-1.1,-1.7
Cc1ccc(-c2nc(N)s[n+]2-c2ccccc2)cc1,10.0,-4.0,3.7,-1.2,-5.8,53.5*,1.0,-8.4,0.4,-4.1
Cc1ccc(-n2ncc3c2CC(C)(C)CC3NC(=O)CN2CCCC2=O)cc1 (stereo not given),-1.3,-17.3,4.7,0.8,1.2,-1.5,-2.4,-4.9,-0.3,-1.1
O=C(NCc1ccco1)c1ccc([N+](=O)[O-])cc1Cl,/,-1.4,0.9,-0.4,-5.5,-0.8,-3.1,-9.1,-1.3,-0.1
Cc1cc(NC(=O)CCC(=O)N(Cc2ccco2)C2(C(=O)NC3CCCC3)CCC(C)CC2)no1 (stereo not given),6.5,-7.9,4.4,-3.1,2.7,-1.4,4.1,8.5,0.0,-3.5
COc1cccc(-c2nc(NC3CCCC3)c3ccccc3n2)c1O,-11.4,-4.1,-1.5,1.5,-2.4,-7.6,-3.1,4.4,-1.5,-2.8
Cc1cc(NC(=O)CCC(=O)N(Cc2ccco2)C2(C(=O)NC3CCCCC3)CCCC(C)C2)no1 (stereo not given),-7.7,-6.9,-1.1,-2.4,12.0,-2.7,-3.0,4.8,-0.5,17.9
CC1=NN(C(=O)CCCc2ccccc2)C(O)(C(F)(F)F)C1 (stereo not given),4.3,0.2,2.9,-1.3,-3.8,2.8,-0.5,2.8,1.2,-1.8
CCOc1ccc2oc(C(=O)N3CCCN(C)CC3)c(C)c2c1,/,-2.5,0.5,-0.1,3.8,-4.2,-1.9,-4.1,3.2,1.5
CN(CC(O)COc1ccccc1F)C1CCCCC1 (stereo not given),1.1,1.4,-0.1,0.1,7.0,-3.3,-3.1,7.6,0.6,-4.4
Cc1ccc(C(=O)N/C(=C\c2ccc(C(C)C)cc2)C(=O)NCCCN2CCOCC2)cc1,-9.3,-3.0,-6.5,-0.7,11.8,-8.4,1.1,?,0.3,-3.4
CC(Oc1ccc(Cl)cc1Cl)C(=O)Nn1cnnc1 (stereo not given),/,-9.8,0.3,-2.9,0.3,/,-1.2,2.6,-0.2,-1.6
O=C(Cn1ncc2c3ccccc3n(Cc3ccccc3)c2c1=O)NCCCN1CCOCC1,12.2,-9.4,2.2,-2.3,1.3,-1.3,-1.9,3.5,/,-2.4
O=C(O)Cn1cc(C(=S)N2CCCCC2)c2ccccc21,-1.8,-0.8,-3.4,-3.1,2.6,8.2,6.9,5.4,1.6,-1.3
COc1cccc(C(=O)Nc2ccc(NC(=O)C3CC=CCC3C(=O)O)cc2)c1 (stereo not given),-5.0,3.0,-1.1,-1.8,-13.0,6.3,1.8,-7.7,-1.0,-2.4
CCN(CC)S(=O)(=O)c1ccc(/C=C/C(=O)O)cc1,3.6,-0.4,1.6,-0.7,-12.3,10.3,7.8,-4.1,-2.4,-4.0
O=C(c1ccc(C(F)(F)F)cc1)N1CCC(=O)N(C(COCc2ccc(Cl)cc2)Cc2ccccc2)CC1 (stereo not given),-1.8,-10.7,5.0,-0.8,-3.4,0.1,4.8,18.5,1.2,-1.8
CCCNC(=O)COc1coc(CN2CCN(c3ccc(F)cc3)CC2)cc1=O,3.4,-1.6,0.6,-2.2,-1.2,-0.1,-6.2,-14.5,0.5,-2.4
O=C(CC1c2ccccc2Oc2ccccc21)N1CCN(c2ccccn2)CC1,-8.9,-12.0,0.6,-1.8,3.6,-1.5,1.5,1.6,-1.1,-1.8
Cc1cccc(N2CCN(C(=O)C3CCN(c4ncnc5c4nc4n5CCCCC4)CC3)CC2)c1C,-49.2,3.4,1.7,-2.8,1.9,-3.8,1.4,20.4,-1.2,-4.9
Cc1ccc(S(=O)(=O)N2CCC(C(=O)OCC(=O)N3CC(=O)Nc4ccccc43)CC2)cc1,-7.3,-2.1,3.8,0.5,2.8,/,3.6,14.6,-8.9,/
COc1ccc(C(=O)N2CCN(c3ccccc3)CC2)cc1S(=O)(=O)NC1CC1,40.9,-5.1,-6.0,-2.2,-8.5,1.5,-7.7,4.1,-0.8,-2.6
Cc1ccccc1OCC(=O)NNC(=S)NC(=O)c1ccco1,-14.8,2.1,-2.4,-0.1,-11.2,-1.5,-1.9,3.5,0.5,/
C#CCOCCOCCOCCNc1nc(N2CCN(C(=O)CCCCCCCCCCNC(=O)[C@H](CCCCN)n3cc(CCO)nn3)CC2)nc(N2CCN(C(=O)CCCCCCCCCCNC(=O)[C@@H]([C@H](C)O)n3cc(C)nn3)CC2)n1,-7.2,-241.1,2.8,-2.1,2.9,/,6.0,36.3,3.6,-7.1
